High-throughput results (PubChem)
MPTP block: inhibitors of mitochondrial permeability transition pore; isolated mouse mitochondria, Ca2+ swelling absorbance, 30 min; inhibition, % at 10 µM; 1.4% of 360,000 active; AID 602449;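 active means inhibition of 50% or more, scaled per plate between neutral and stimulator controls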;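 further: 0% = DMSO wells given calcium and 100% = 1 mM EGTA wells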
A3A deaminase: inhibitors of human APOBEC3A DNA deaminase | P31941 | recombinant A3A, FAM/TAMRA ssDNA deamination fluorescence | inhibition, % at 20 µM | 0.41% of 330,000 active | AID 493011;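 active means at least 40% inhibition at 20 µM here, with at most 30% in a related deaminase screen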;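 further: plate controls were A3A with DMSO for no effect and wells lacking A3A enzyme for full effect; some results filed as inactive read as strong as hits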
Target sequence (P31941 whole entry, looked up): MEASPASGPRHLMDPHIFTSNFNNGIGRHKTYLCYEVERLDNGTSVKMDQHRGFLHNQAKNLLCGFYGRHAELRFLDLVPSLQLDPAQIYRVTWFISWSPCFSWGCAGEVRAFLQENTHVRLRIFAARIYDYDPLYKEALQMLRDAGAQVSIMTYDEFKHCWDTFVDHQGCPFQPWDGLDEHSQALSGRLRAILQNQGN
mIAP inh: mouse IAP inhibition. 0.2% of 330,000 active. purified mouse IAP, CDP-Star luminescence, 30 min. inhibition, % at 10 µM. AID 2806;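 active means inhibition of at least 40% at 10 µM in the primary screen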;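 further: plate controls were DMSO with enzyme for no effect and no enzyme wells for full effect; values of inactives mirror those of a sister screen read the other way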
APOBEC3G inh: inhibitors of human APOBEC3G DNA deaminase; recombinant A3G, ssDNA deamination FAM/TAMRA fluorescence; inhibition, % at 20 µM; 0.28% of 330,000 active; AID 493012; Q9HC16;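 active means inhibition of at least 40% at 20 µM, with no more than 30% in the related APOBEC3A deaminase screen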;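 further: plate controls were DMSO wells with A3G for no effect and wells lacking A3G enzyme for full effect; some compounds called inactive have numbers as strong as hits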
Target sequence (Q9HC16 whole entry, looked up): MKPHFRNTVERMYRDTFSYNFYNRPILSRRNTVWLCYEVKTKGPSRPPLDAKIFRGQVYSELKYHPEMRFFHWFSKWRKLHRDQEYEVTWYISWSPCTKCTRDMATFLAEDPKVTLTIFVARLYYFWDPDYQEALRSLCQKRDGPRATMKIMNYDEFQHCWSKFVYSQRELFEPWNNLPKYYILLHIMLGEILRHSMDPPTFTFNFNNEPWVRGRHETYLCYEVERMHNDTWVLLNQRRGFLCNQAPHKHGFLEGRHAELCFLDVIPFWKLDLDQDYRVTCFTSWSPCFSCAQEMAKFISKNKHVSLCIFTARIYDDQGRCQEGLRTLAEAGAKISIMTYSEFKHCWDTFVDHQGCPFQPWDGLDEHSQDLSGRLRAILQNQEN
GRIN3A LBD mod: modulators (binders) of human NR3A ligand-binding domain | AID 1259313 | Tm shift relative to glycine control, % at 25 µM | NR3A LBD differential scanning fluorimetry, Tm shift; 0% = protein alone, 100% = glycine-bound protein | 2.5% of 340,000 active;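 active means melting temperature shift of at least 10% of the positive control shift, at one fixed dose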
mIAP activ: increases mouse intestinal alkaline phosphatase activity | 0.24% of 330,000 active | muIAP, CDP-Star luminescence, 30 min; hits give high values; 1 = vehicle-only enzyme signal, 0 = enzyme-free wells | activation factor at 10 µM;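 active means activation factor of at least 2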; further: the source names both 10 and 20 µM as test concentration; values of inactives mirror those of a sister screen read the other way
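Assay system: mouse IAP enzyme; Reagent: CDP-Star chemiluminescent phosphatase substrate; Compound: DMSO-dissolved test compounds; Incubation: 30 min, room temperature; Technique: luminescence from enzymatic CDP-Star hydrolysis; Controls: DMSO-only wells and no-enzyme negative control.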
MIN6 prolif: induces beta-cell replication in MIN6 cells. MIN6 cells proliferation, ATPlite luminescence, 48 h; cells starved in 0.2% serum; 100% = growth in 10% serum. proliferation, % at 10 µM. 0.29% of 330,000 active;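 active means compounds whose signal lies at least 3.5 SD above the mean of all wells on their plate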;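 further: 0% = DMSO-treated cells in low-serum medium and 100% = 10% serum control; some compounds called inactive have numbers as strong as hits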
hIAP act: increases human intestinal alkaline phosphatase activity; P09923; purified human IAP, CDP-Star luminescence, 30 min; hits give high values; 1 = vehicle-only enzyme, 0 = enzyme-free background; activation factor at 10 µM; 0.16% of 330,000 active; AID 2524;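 active means activation factor of the enzyme at least 2-fold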; further: the source names both 10 and 20 µM as test concentration; values of inactives mirror those of a sister screen read the other way
Target sequence (P09923 whole entry, looked up): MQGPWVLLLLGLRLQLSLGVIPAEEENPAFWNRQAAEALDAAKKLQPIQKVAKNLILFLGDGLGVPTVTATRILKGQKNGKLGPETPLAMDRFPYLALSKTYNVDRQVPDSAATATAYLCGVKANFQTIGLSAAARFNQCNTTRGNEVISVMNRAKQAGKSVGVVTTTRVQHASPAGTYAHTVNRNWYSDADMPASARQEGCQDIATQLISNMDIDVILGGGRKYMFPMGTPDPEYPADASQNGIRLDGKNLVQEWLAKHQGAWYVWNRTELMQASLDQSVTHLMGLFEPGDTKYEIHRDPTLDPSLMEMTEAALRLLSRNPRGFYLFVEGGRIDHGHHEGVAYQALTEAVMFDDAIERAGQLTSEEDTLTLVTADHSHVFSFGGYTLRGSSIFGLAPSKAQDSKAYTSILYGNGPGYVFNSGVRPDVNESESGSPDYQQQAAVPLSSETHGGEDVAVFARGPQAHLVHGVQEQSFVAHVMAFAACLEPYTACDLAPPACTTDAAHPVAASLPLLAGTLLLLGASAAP
hIAP block: blocks human intestinal alkaline phosphatase; P09923; purified IAP, CDP-Star luminescence, 30 min; inhibition, % at 10 µM; 0.12% of 330,000 active; AID 2544;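 active means inhibition reaching a set limit with compound at 10 µM in the primary screen, cut at about 35% in these data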;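 further: plate controls were DMSO wells with enzyme for no effect and no-enzyme buffer wells for full effect; values of inactives mirror those of a sister screen read the other way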
Active calls of the source: *.

How did COc1ccc(CNC(=O)OCc2nccnc2C(=O)Nc2ccc(Br)cn2)cc1 do in these assays?
MPTP block: 2.2; A3A deaminase: -1; mIAP inh: 4; APOBEC3G inh: -1; GRIN3A LBD mod: 3; mIAP activ: 0.95; MIN6 prolif: 1; hIAP act: 0.82; hIAP block: 18

Results for Nc1nc(SCc2ccccc2Cl)[nH]c(=O)c1-c1ccccc1 ?
MPTP block: -2.7; A3A deaminase: 2; mIAP inh: 6; APOBEC3G inh: 7; GRIN3A LBD mod: -3; mIAP activ: 0.94; MIN6 prolif: -2; hIAP act: 1.1; hIAP block: -9

Results for COC(=O)C(NC(=O)C(NC(=O)C1CCC(C)CC1)C(C)C)C(C)C (stereo unspecified) ?
MPTP block: 2.6; A3A deaminase: -4; mIAP inh: -9; APOBEC3G inh: -5; GRIN3A LBD mod: -1; mIAP activ: 1.1; MIN6 prolif: -1; hIAP act: 1.1; hIAP block: -7

How did Cc1cc(Cn2nc(-c3ccccc3)cc2C(=O)NCc2cccs2)on1 do in these assays?
MPTP block: -0.8; A3A deaminase: -3; mIAP inh: -30; APOBEC3G inh: -4; GRIN3A LBD mod: -16; mIAP activ: 1.3; MIN6 prolif: -2; hIAP act: 0.95; hIAP block: 5

Results for O=C(Nc1ccccc1)c1nc[nH]c1C(=O)N1CCN(c2ccccc2)CC1 ?
MPTP block: -1.7; A3A deaminase: -3; mIAP inh: 7; APOBEC3G inh: -8; GRIN3A LBD mod: -8; mIAP activ: 0.93; MIN6 prolif: 9; hIAP act: 1.3; hIAP block: -29

What do the screens show for `O=S(=O)(NC1c2cccc3cccc(c23)C1N1CCNCC1)c1ccc(Cl)cc1` (stereo unspecified)?
MPTP block: 81*; A3A deaminase: 2; mIAP inh: 6; APOBEC3G inh: -6; GRIN3A LBD mod: -1; mIAP activ: 0.94; MIN6 prolif: -5; hIAP act: 0.96; hIAP block: 4

What do the screens show for `CC1CC(C)(C)NC(=S)N1CCCC(=O)NCc1ccccc1` (stereo unspecified)?
MPTP block: -0.5; A3A deaminase: 4; mIAP inh: -3; APOBEC3G inh: -11; GRIN3A LBD mod: -1; mIAP activ: 1; MIN6 prolif: -4; hIAP act: 1.1; hIAP block: -5

How did CCN1CCN(c2ccc(S(=O)(=O)N3CCCCC3)cc2NC(=O)/C=C/c2ccc(OC(F)F)cc2)CC1 do in these assays?
MPTP block: 9.0; A3A deaminase: 46*; mIAP inh: 8; APOBEC3G inh: 12; GRIN3A LBD mod: -6; mIAP activ: 0.92; MIN6 prolif: -6; hIAP act: 1; hIAP block: -2

How did COCCNC(=O)COC(=O)/C=C/c1c(C)nn(Cc2ccc(Cl)cc2Cl)c1Cl do in these assays?
MPTP block: -0.2; A3A deaminase: 1; mIAP inh: -7; APOBEC3G inh: 7; GRIN3A LBD mod: -4; mIAP activ: 1.1; MIN6 prolif: -6; hIAP act: 1; hIAP block: -1

How did Oc1ccccc1/C=N/n1cnn(Cc2ccccc2Cl)c1=S do in these assays?
MPTP block: 4.3; A3A deaminase: 1; mIAP inh: -1; APOBEC3G inh: 1; GRIN3A LBD mod: -5; mIAP activ: 1; MIN6 prolif: -1; hIAP act: 1.3; hIAP block: -32

What do the screens show for `Cc1ccc(NC2c3ncccc3C(=O)N2c2ccccc2C)cc1C` (stereo unspecified)?
MPTP block: -1.8; A3A deaminase: 1; mIAP inh: -2; APOBEC3G inh: 3; GRIN3A LBD mod: -10; mIAP activ: 1; MIN6 prolif: -1; hIAP act: 0.82; hIAP block: 18

What do the screens show for `O=C(NCC1CCCO1)c1coc2nc3ccccc3nc12` (stereo unspecified)?
MPTP block: -0.6; A3A deaminase: 3; mIAP inh: -13; APOBEC3G inh: -6; GRIN3A LBD mod: 0; mIAP activ: 1.1; MIN6 prolif: 2; hIAP act: 1.3; hIAP block: -27

Results for c1ccc(-c2onc(-c3ccco3)c2-c2ccc3c(c2)OCO3)cc1 ?
MPTP block: 5.7; A3A deaminase: 0; mIAP inh: -5; APOBEC3G inh: 12; GRIN3A LBD mod: -4; mIAP activ: 1.1; MIN6 prolif: -3; hIAP act: 0.89; hIAP block: 12

What do the screens show for `CC(C)c1c(O)nc(SCC(=O)N2CCOCC2)[nH]c1=O`?
MPTP block: 0.1; A3A deaminase: 0; mIAP inh: -11; APOBEC3G inh: 6; GRIN3A LBD mod: 0; mIAP activ: 1.1; MIN6 prolif: -1; hIAP act: 0.91; hIAP block: 9

How did CC(=O)NC(Cc1ccccc1)C(=O)NC1CCN(C(=O)NC2CCCCC2)CC1 (stereo unspecified) do in these assays?
MPTP block: -2.6; A3A deaminase: 0; mIAP inh: 4; APOBEC3G inh: -3; GRIN3A LBD mod: 1; mIAP activ: 0.96; MIN6 prolif: 4; hIAP act: 0.89; hIAP block: 12

Results for CC(C)N(CCc1ccncc1)C(=S)Nc1ccc(F)c(Cl)c1 ?
MPTP block: 31; A3A deaminase: -5; mIAP inh: -25; APOBEC3G inh: -2; GRIN3A LBD mod: 2; mIAP activ: 1.2; MIN6 prolif: -1; hIAP act: 1.3; hIAP block: -31

Results for COc1ccc(CC(=O)NC2CCN(CC(=O)Nc3ccc4c(c3)OCCO4)CC2)cc1OC ?
MPTP block: 3.9; A3A deaminase: -2; mIAP inh: 2; APOBEC3G inh: -3; GRIN3A LBD mod: 1; mIAP activ: 0.98; MIN6 prolif: 2; hIAP act: 0.86; hIAP block: 14

What do the screens show for `CCc1noc(C)c1C(=O)NNC(=O)c1cc(OC)cc(OC)c1`?
MPTP block: -0.5; A3A deaminase: 3; mIAP inh: 3; APOBEC3G inh: 0; GRIN3A LBD mod: -2; mIAP activ: 0.97; MIN6 prolif: 3; hIAP act: 1.2; hIAP block: -18

What do the screens show for `CCN(CCn1cccn1)C(=O)CCc1nnc(Cc2c[nH]c3ccccc23)o1`?
MPTP block: 2.0; A3A deaminase: -10; mIAP inh: 1; APOBEC3G inh: -8; GRIN3A LBD mod: -2; mIAP activ: 0.99; MIN6 prolif: -1; hIAP act: 0.96; hIAP block: 4

What do the screens show for `Cc1ccccc1C(=O)N/N=C/c1cccc2ccccc12`?
MPTP block: 2.4; A3A deaminase: -4; mIAP inh: 4; APOBEC3G inh: -10; GRIN3A LBD mod: -3; mIAP activ: 0.95; MIN6 prolif: -3; hIAP act: 0.92; hIAP block: 8

What do the screens show for `CCc1cccc(OCC2Cn3c(nc4c3c(=O)[nH]c(=O)n4C)O2)c1` (stereo unspecified)?
MPTP block: 0.7; A3A deaminase: -8; mIAP inh: 4; APOBEC3G inh: 2; GRIN3A LBD mod: 3; mIAP activ: 0.96; MIN6 prolif: -4; hIAP act: 1.3; hIAP block: -26

What do the screens show for `CCOC(=O)c1cnc2c(C)cccc2c1NCCc1ccc(OC)c(OC)c1`?
MPTP block: 0.2; A3A deaminase: -1; mIAP inh: 3; APOBEC3G inh: -2; GRIN3A LBD mod: 1; mIAP activ: 0.97; MIN6 prolif: 3; hIAP act: 1.1; hIAP block: -9

Results for COc1ccc(CCNC(=O)COc2ccccc2[N+](=O)[O-])cc1OC ?
MPTP block: 1.6; A3A deaminase: -4; mIAP inh: -6; APOBEC3G inh: -3; GRIN3A LBD mod: 3; mIAP activ: 1.1; MIN6 prolif: 0; hIAP act: 1.3; hIAP block: -32

How did CC1(C(=O)NC2CCCCCCC2)CCC(=O)N1CCN1CCOCC1 (stereo unspecified) do in these assays?
MPTP block: 0.3; A3A deaminase: -3; mIAP inh: -9; APOBEC3G inh: -6; GRIN3A LBD mod: 1; mIAP activ: 1.1; MIN6 prolif: 2; hIAP act: 0.98; hIAP block: 2

How did Cc1cc(C(=O)OCC(=O)Nc2ccc(F)cc2F)c(C)o1 do in these assays?
MPTP block: 0.4; A3A deaminase: 2; mIAP inh: 2; APOBEC3G inh: -1; GRIN3A LBD mod: -3; mIAP activ: 0.98; MIN6 prolif: -2; hIAP act: 0.97; hIAP block: 2

Results for O=C(COC(=O)c1ccc(NS(=O)(=O)c2cccs2)cc1)NCc1ccco1 ?
MPTP block: 1.4; A3A deaminase: 87; mIAP inh: 17; APOBEC3G inh: 65; GRIN3A LBD mod: 0; mIAP activ: 0.83; MIN6 prolif: 0; hIAP act: 0.87; hIAP block: 13

Results for CN(C)c1cc(-c2ccc(Cl)c(Cl)c2)oc(=O)c1Cl ?
MPTP block: 3.0; A3A deaminase: 4; mIAP inh: 14; APOBEC3G inh: -2; GRIN3A LBD mod: 2; mIAP activ: 0.86; MIN6 prolif: -3; hIAP act: 0.83; hIAP block: 17

How did CCCN(CCC)CCCNC(=O)c1cc2c(=O)n(CC)c3ccccc3c2s1 do in these assays?
MPTP block: -1.7; A3A deaminase: 2; mIAP inh: 18; APOBEC3G inh: -6; GRIN3A LBD mod: -1; mIAP activ: 0.82; MIN6 prolif: -6; hIAP act: 0.71; hIAP block: 29

What do the screens show for `O=C1C=C(c2ccccc2)C[C@H](c2cccs2)[C@H]1n1cnc([N+](=O)[O-])c1`?
MPTP block: -0.7; A3A deaminase: 3; mIAP inh: 13; APOBEC3G inh: 2; GRIN3A LBD mod: -2; mIAP activ: 0.87; MIN6 prolif: -4; hIAP act: 0.91; hIAP block: 9

Results for CC(C)CNS(=O)(=O)c1ccc(CC(C)C)cc1 ?
MPTP block: 0.3; A3A deaminase: 4; mIAP inh: -4; APOBEC3G inh: -4; GRIN3A LBD mod: 0; mIAP activ: 1; MIN6 prolif: -2; hIAP act: 1; hIAP block: -4

What do the screens show for `CC(=O)Nc1ccc(-c2nnc(SCC(=O)Nc3ccc4c(c3)oc3ccccc34)n2C)cc1`?
MPTP block: 1.9; A3A deaminase: 7; mIAP inh: -7; APOBEC3G inh: -4; GRIN3A LBD mod: 8; mIAP activ: 1.1; MIN6 prolif: -5; hIAP act: 1.2; hIAP block: -18

How did CCOC(=O)/C(=N/Nc1ccccc1OC)N1CCCc2ccccc21 do in these assays?
MPTP block: 1.9; A3A deaminase: -1; mIAP inh: 4; APOBEC3G inh: 20; GRIN3A LBD mod: -2; mIAP activ: 0.96; MIN6 prolif: -2; hIAP act: 1.3; hIAP block: -26

How did CC1(C)C(=O)Nc2ccccc2N1C(=O)CSc1nc(-c2ccccc2)cs1 do in these assays?
MPTP block: 98*; A3A deaminase: 2; mIAP inh: 0; APOBEC3G inh: 2; GRIN3A LBD mod: -2; mIAP activ: 1; MIN6 prolif: 0; hIAP act: 0.81; hIAP block: 19

How did CN(CC(=O)NCc1cccnc1)S(=O)(=O)c1ccccc1 do in these assays?
MPTP block: -0.2; A3A deaminase: 4; mIAP inh: 4; APOBEC3G inh: -3; GRIN3A LBD mod: 0; mIAP activ: 0.96; MIN6 prolif: -2; hIAP act: 1; hIAP block: -5

Results for COc1cccc(OC)c1C(=O)NNS(=O)(=O)c1ccc2ccccc2c1 ?
MPTP block: 0.0; A3A deaminase: 0; mIAP inh: 2; APOBEC3G inh: -3; GRIN3A LBD mod: 0; mIAP activ: 0.98; MIN6 prolif: 1; hIAP act: 1.1; hIAP block: -13

How did Cc1ccc(C)c(N2CN(CCC3=CCCCC3)CNC2=S)c1 do in these assays?
MPTP block: 3.0; A3A deaminase: -4; mIAP inh: -6; APOBEC3G inh: -11; GRIN3A LBD mod: -2; mIAP activ: 1.1; MIN6 prolif: -6; hIAP act: 1.1; hIAP block: -8

How did CCOc1ccc(NC(=O)CNC(=O)c2nn(-c3ccc(OC)c(OC)c3)c(=O)c3ccccc23)cc1 do in these assays?
MPTP block: -1.2; A3A deaminase: 4; mIAP inh: 10; APOBEC3G inh: -1; GRIN3A LBD mod: 2; mIAP activ: 0.9; MIN6 prolif: 0; hIAP act: 0.81; hIAP block: 19
